KKLEB cytotox – counter-screen for CF NF-kB inhibitors: cytotoxicity; AID 602141; 360,000 compounds, 0.36% hits; activity change (cytotoxicity), % at 5 µM; KKLEB CF airway cells viability, ATPlite luminescence, overnight; stronger effect = lower value; cells stimulated with P. aeruginosa culture filtrate;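 active = corrected activity change at or below -50% at 5 µM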
CF NFkB block – cystic fibrosis NF-kB activation inhibition; KKLEB NF-kB-GFP reporter, PAF-induced, GFP fluorescence overnight; inhibition, % at 5 µM; AID 588850; 360,000 compounds, 0.86% hits;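 active = at least 50% inhibition at 5 µM, scaled per plate between neutral and stimulator controls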;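 also: PAF is a Pseudomonas aeruginosa culture filtrate used as stimulus; plate controls were PAF-stimulated DMSO wells for no effect and unstimulated DMSO wells for full effect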
NCOA1 inh – human NCOA1 inhibition; Q15788; HEK293 GAL4-SRC1 luciferase reporter, luminescence; inhibition, % at 3.6 µM; 360,000 compounds, 0.12% hits; AID 588354;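 active = inhibition above the campaign mean plus 3 SD, with each screening campaign given its own cutoff, cut at about 60% in these data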;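 also: 0% = DMSO treated cells and 100% = gossypol at 36 µM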
LRH-1 inv ag – suppresses constitutive activity of human LRH-1; HEK293T StAR-luciferase reporter, LRH-1 transfected, 24 h; inhibition, % at 3.6 µM; 360,000 compounds, 0.13% hits; AID 602396;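 active = inhibition above the mean inhibition of all tested compounds plus 3 SD, cut at about 73% in these data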;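 also: 0% = DMSO wells and 100% = reporter-only cells lacking LRH-1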
Target sequence (O00482 whole entry, looked up): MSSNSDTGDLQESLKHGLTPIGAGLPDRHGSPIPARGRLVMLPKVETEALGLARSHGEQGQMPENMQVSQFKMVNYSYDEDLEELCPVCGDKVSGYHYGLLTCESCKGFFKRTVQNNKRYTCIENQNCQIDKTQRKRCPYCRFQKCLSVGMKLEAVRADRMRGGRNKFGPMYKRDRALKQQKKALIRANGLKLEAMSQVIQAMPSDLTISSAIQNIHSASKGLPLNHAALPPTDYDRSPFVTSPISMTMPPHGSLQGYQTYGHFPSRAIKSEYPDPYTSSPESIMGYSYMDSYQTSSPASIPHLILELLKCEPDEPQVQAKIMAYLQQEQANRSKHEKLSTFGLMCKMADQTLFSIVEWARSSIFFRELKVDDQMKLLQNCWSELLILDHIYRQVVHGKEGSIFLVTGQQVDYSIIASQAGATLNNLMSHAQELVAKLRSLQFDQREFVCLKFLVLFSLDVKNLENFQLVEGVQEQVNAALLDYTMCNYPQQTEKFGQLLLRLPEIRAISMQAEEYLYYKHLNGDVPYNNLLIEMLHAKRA
NR2F2 inh – NR2F2 (human) inhibition, primary screen; P24468; HEK293T NGFI-A luciferase reporter, luminescence; inhibition, % at 8.6 µM; 370,000 compounds, 0.7% hits; AID 686940;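 active = inhibition above a per-plate cutoff, mean inhibition of test wells between control levels plus 3 SD, cut at about 38% in these data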;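 also: cells cotransfected with COUP-TFII expression vector driving the NGFI-A reporter; 0% = median of COUP-TF2 test wells and 100% = reporter-only cells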
Target sequence (P24468 whole entry, looked up): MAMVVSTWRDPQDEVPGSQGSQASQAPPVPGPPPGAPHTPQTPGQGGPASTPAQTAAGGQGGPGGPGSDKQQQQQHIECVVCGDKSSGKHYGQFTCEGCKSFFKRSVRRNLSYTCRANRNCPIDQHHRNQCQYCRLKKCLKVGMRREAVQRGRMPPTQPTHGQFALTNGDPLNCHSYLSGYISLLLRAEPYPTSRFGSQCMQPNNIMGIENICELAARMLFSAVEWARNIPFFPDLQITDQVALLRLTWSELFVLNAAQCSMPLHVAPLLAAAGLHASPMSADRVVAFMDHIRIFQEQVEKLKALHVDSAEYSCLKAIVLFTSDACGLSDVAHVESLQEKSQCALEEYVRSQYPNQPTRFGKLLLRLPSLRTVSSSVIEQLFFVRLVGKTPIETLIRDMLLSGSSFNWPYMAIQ
Shn3 3UTR inh – inhibitors of Schnurri-3 3'UTR reporter in osteoblasts; Clone20 osteoblast Shn3 3'UTR firefly luciferase, 24 h; inhibition, % at 12.5 µM; 360,000 compounds, 0.52% hits;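 active = mean inhibition of at least 75% with every replicate also reaching 75%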;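 also: 0% = median of neutral control wells and 100% = pilot-screen positive control compound; some compounds past the cut are filed as inactive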
LMP1 NFkB inh – inhibitors of Epstein-Barr LMP1-induced NF-kappaB reporter. LMP1-induced NF-kappaB luciferase reporter cells, luminescence. inhibition, % at 12.5 µM. 350,000 compounds, 0.69% hits. AID 504558; in the data active = inhibition above about 41%;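 also: 0% = neutral control wells and 100% = reference inhibitor control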
TWEAK-Fn14 inh – blocks TWEAK-Fn14 interaction in a reporter cell assay. 360,000 compounds, 2% hits. inhibition, % at 10 µM. TWEAK-stimulated Fn14 reporter cells, luciferase luminescence, 8 h; in the data active = inhibition above about 50%
TROY signal inh – TROY signaling inhibition; inhibition, % at 10 µM; 360,000 compounds, 0.98% hits; Q293 LMP1-TROYcd NF-kB luciferase reporter, 4 h;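 active = compounds whose plate-normalised and pattern-corrected inhibition of the luciferase reporter signal at the single screening dose is 50% or more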
C8 TRAIL sens – caspase-8 TRAIL sensitization; NB7+C8 cells + TRAIL, ATPlite viability luminescence; inhibition (viability loss, TRAIL sensitization), % at 10 µM; 360,000 compounds, 1% hits; AID 624354;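 active = compounds causing at least 50% loss of cell viability in the single-dose screen, relative to plate controls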
NCOA3 inh – inhibitors of human steroid receptor coactivator 3 (SRC3) | HEK293 GAL4-SRC3 luciferase reporter, luminescence | AID 588352 | Q9Y6Q9 | inhibition, % at 3.6 µM | 360,000 compounds, 0.17% hits;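 active = inhibition above a per-campaign cutoff, the mean of all compounds plus 3 SD, cut at about 60% in these data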;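 also: 0% = DMSO-treated cells and 100% = gossypol-treated cells at 36 µM; higher means less SRC3-driven luciferase light from the GAL4 reporter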
* marks the source's active call; other numbers are inactive results; . = no result given.

SMILES	KKLEB cytotox	CF NFkB block	NCOA1 inh	LRH-1 inv ag	NR2F2 inh	Shn3 3UTR inh	LMP1 NFkB inh	TWEAK-Fn14 inh	TROY signal inh	C8 TRAIL sens	NCOA3 inh
Cc1n[nH]c2ccc([N+](=O)[O-])cc2c1=O	-10	-34	-7	0	-1	8	2	13	-4	7	-11
Cc1cc(NCCN2CCOCC2)n2ncc(-c3ccccc3)c2n1	-9	15	-105	-89	-37	-46	-20	27	11	3	-69
O=C(O)/C=C/C(=O)Nc1nc(-c2ccc3ccccc3c2)cs1	-1	-9	3	9	4	-7	2	2	-18	-8	8
Cc1ccc(NC(=O)CCC(=O)c2ccc(F)cc2)cc1Cl	-4	11	-1	18	2	-6	2	-37	-21	5	13
COC(C(=O)Nc1c(F)cccc1F)c1ccccc1 (stereo not given)	-1	-24	16	-6	18	-11	1	4	-32	-5	-4
O=S1(=O)CC(N2CCN(CCO)CC2)CN1CCc1ccccc1 (stereo not given)	2	8	-1	5	-5	12	.	-40	6	0	12
O=C(Nc1cccc(Cl)c1)OCc1cncs1	1	-7	-42	-16	-16	-4	-2	-20	-12	-11	-20
Cc1cc(NC(=O)COc2ccc3ccccc3c2)no1	17	-13	-24	-21	-3	-1	2	9	-75	-1	-60
N#Cc1ccc(S(=O)(=O)N2CCN(Cc3cccs3)CC2)cc1	-15	-10	-8	-12	-1	2	-2	-18	7	1	11
CCCNC(=O)c1cn(CC)c2cc(N3CCN(C)CC3)c(F)cc2c1=O	-7	8	2	26	5	-4	-4	5	16	-3	-13
Oc1ccccc1/C=N/[n+]1ccccc1	-6	8	8	-15	0	-1	-2	-20	-15	-34	4
O=C(NC1(C(F)(F)F)NC(=O)N(c2ccc(F)cc2)C1=O)c1ccncc1 (stereo not given)	3	-14	-9	9	-16	-9	-2	11	3	3	21
CC(C)(C)n1nnnc1C(c1ccccc1)N1CCN(c2ncccn2)CC1 (stereo not given)	.	.	.	5	-8	.	.	3	-1	9	.
O=C(O)C(Cc1ccccc1[N+](=O)[O-])N1C(=O)c2ccccc2C1=O (stereo not given)	9	-5	-28	12	-1	-6	-3	7	-1	1	2
CC(OC(=O)C1CCN(S(=O)(=O)c2ccc(C(C)(C)C)cc2)CC1)C(=O)N(C)C1CCCCC1 (stereo not given)	8	-2	2	6	14	53	18	3	26	14	1
CCS(=O)(=O)N1CCC(C(=O)N2CCN(Cc3ccccc3)CC2)CC1	9	-19	1	-1	1	0	3	-12	17	-2	4
CCN(CC(=O)Nc1c(F)cccc1F)C(=O)c1ccc(S(=O)(=O)N2CCCCCC2)cc1	1	4	0	-7	-2	-10	13	-8	10	1	-6
O=[N+]([O-])c1ccc(Cl)c(CN2CCSCC2)c1	-10	16	-2	1	-8	15	7	-6	1	1	15
CCOC(=O)c1ccc(N2C(=O)c3n[nH]c(-c4ccco4)c3C2c2cccc([N+](=O)[O-])c2)cc1 (stereo not given)	14	0	11	3	2	23	-4	25	-5	-6	5
O=c1[nH]c(/C=C\c2ccc(O)cc2)nc(O)c1[N+](=O)[O-]	-4	-4	1	-17	21	-21	-9	-1	6	2	-14
COC(=O)c1ccc2c(=O)[nH]c(COC(=O)c3cccc(S(=O)(=O)N4CCOCC4)c3)nc2c1	9	-1	-11	17	-18	-33	-3	-2	1	0	8
O=C(CCS(=O)(=O)c1ccc(Cl)cc1)Nc1ccc(N2CCOCC2)cc1	-5	5	-5	19	-5	25	-9	3	22	0	16
N#C/C(=C/c1ccc(CNC(=O)C(=O)Nc2cc(Cl)cc(Cl)c2)o1)C(=O)NCc1cccnc1	-46	54*	-14	-8	-1	30	9	-23	0	5	4
O=c1c2ccccc2nc(COc2ccccc2)n1/N=C/c1ccc(O)cc1O	-14	8	-11	-31	-10	62	-2	6	-4	11	17
CN(C)CCCNc1nc2cc(-c3cnn(Cc4ccccc4)c3)sc2c(=O)n1C	-9	-20	5	-7	-24	-21	.	-10	-30	10	-7
O=C(c1ccccc1)N1N=C(c2ccccc2)CC1c1ccc2nccnc2c1 (stereo not given)	3	-23	1	-24	-13	-26	3	4	-5	-10	3
C[C@@H]1CN([C@@H](C)CO)C(=O)c2cc(Br)cnc2O[C@@H]1CN(C)Cc1ccc(Oc2ccccc2)cc1	-17	-1	-5	10	14	-10	-14	-2	0	1	-10
O=S(=O)(Nc1ccc(S(=O)(=O)N2CCCC2)cc1)c1ccc(F)cc1F	10	-22	7	13	-6	-28	4	-40	-4	6	18
COc1ccc(NC(=O)CN2CCN(S(=O)(=O)c3ccc(F)cc3)CC2)cc1Cl	11	-5	8	21	9	10	5	-22	3	5	7
CCOC(=O)[C@]12CCCC=C1N(Cc1ccc(Cl)cc1Cl)C(=O)[C@H](CC(=O)NCCCOC)C2	.	.	.	-1	1	.	.	6	7	6	.
Cc1ccc(OCC(=O)NNC(=O)C(=O)N2CCCC2)c(C)c1	7	1	-3	-10	25	-2	6	11	2	-7	12
Cc1cc(C)c(C(=O)Nc2ccc(Br)c(C(F)(F)F)c2)c(C)c1	-5	24	-9	9	-6	-12	2	9	43	0	24
Cc1cc(C)c2cc(C(=O)N3CCN(c4ncccc4C(F)(F)F)CC3)[nH]c2c1	3	12	6	8	8	-9	-10	-18	3	-2	14
O=C(NCc1ccco1)C(=O)c1cn(CC(=O)N2CCCCCC2)c2ccccc12	-2	1	-6	1	6	4	-1	-3	-9	-17	22
Cc1ccc(Cl)c(Cn2cnc3c(cnn3C(C)(C)C)c2=O)c1F	-21	0	-4	7	6	9	-6	23	0	25	-10
COc1ccc(CN(C)CC(O)COC(c2ccccc2)c2ccccc2)c(OC)c1OC (stereo not given)	-2	4	13	-4	0	41	2	11	-1	-7	7
CCn1cc(C(=O)OCC(=O)NCc2ccc3c(c2)OCO3)c(=O)c2ccc(C)nc21	-1	-12	4	29	-16	-17	-4	-1	1	-3	11
C=CCn1c(SCC(=O)c2ccc(OC)cc2)nnc1-c1cc2cccc(OC)c2o1	2	-3	-9	-4	14	25	-10	16	-1	-11	13
COC(=O)[C@@H](Cc1c[nH]c2ccccc12)NCc1ccc(B(O)O)cc1	3	8	-23	3	6	13	-4	12	-18	-1	-16
CC(=O)c1ccc(NC(=S)NCc2ccco2)cc1	-7	-10	-7	-8	-26	-11	1	-4	9	8	2

Continued (2 carried over from the part before).
SMILES	KKLEB cytotox	CF NFkB block	NCOA1 inh	LRH-1 inv ag	NR2F2 inh	Shn3 3UTR inh	LMP1 NFkB inh	TWEAK-Fn14 inh	TROY signal inh	C8 TRAIL sens	NCOA3 inh
COC(=O)[C@@H](Cc1c[nH]c2ccccc12)NCc1ccc(B(O)O)cc1	3	8	-23	3	6	13	-4	12	-18	-1	-16
CC(=O)c1ccc(NC(=S)NCc2ccco2)cc1	-7	-10	-7	-8	-26	-11	1	-4	9	8	2
CCOc1ccc(OCC)c(NC(=O)CCCN2C(=S)NC(C)(C)CC2C)c1 (stereo not given)	2	12	8	0	-13	5	-19	3	0	-12	-9
CC(=O)C[C@H](O)CC(=O)[C@H]1OC(=O)CCCCCCCc2ccccc21	-2	4	-2	-1	6	-22	-12	-6	-12	1	3
O=C(CN1C(=O)S/C(=C\c2ccccc2)C1=O)Nc1cc([N+](=O)[O-])ccc1O	14	9	7	13	3	3	-10	0	-47	-4	-3
Cc1nn(CC(=O)Nc2cccc(Cl)c2)c(=O)c2cc(-c3ccccc3)nn12	-5	16	-27	9	-28	21	2	-9	3	28	14
O=C(N/N=C/c1ccc(OCC(=O)N2CCCC2)cc1)C(=O)NC1CC1	-6	8	-2	5	-30	-38	-3	0	-3	-1	12
COCCn1c(Sc2ccccc2)nc2c1c(=O)[nH]c(=O)n2C	-4	11	9	-5	-4	3	-5	-9	14	1	-10
Cc1ccc(-n2c(SCC(=O)c3c(N)n(C)c(=O)n(C)c3=O)nc3sc4c(c3c2=O)CCCC4)c(C)c1	11	-12	3	-24	-11	64	16	-29	2	33	8
CCOC(=O)C1CCN(S(=O)(=O)CCNC(=O)c2ccccc2)CC1	-6	13	-28	21	7	-6	3	6	-12	0	8
Cc1cccc(OCCCn2c(CO)nc3ccccc32)c1	3	9	-16	-19	-9	-9	2	-31	-34	-2	-6
O=C(NCc1ccccc1)C(c1ccncc1)N(C(=O)c1csnn1)c1ccccc1F (stereo not given)	-2	-2	-83	8	22	3	-3	-10	-18	2	5
CCCc1cc(Nc2cccc(OC)c2)n2ncnc2n1	1	8	-6	3	-17	-6	14	-3	-4	5	11
O=C(Nc1cccc2c1C(=O)NC2=O)c1ccc(N2C(=O)CCC2=O)cc1	2	-18	-7	11	0	-11	3	-51	-44	2	6
COc1cccc(NC(=O)CN2C(=O)NC3(CCCCCC3)C2=O)c1	2	-6	3	3	-23	-29	-9	-24	-4	-11	-24
O=C1NC2(CCCCC2)OC12CCCCC2	6	-19	-23	-2	-5	3	-9	7	-7	-5	-2
Cn1nnc(C(O)CN2CCOCC2)n1 (stereo not given)	4	-2	-20	16	7	0	-2	1	9	-1	10
COc1ccc(S(=O)(=O)N2CCN(C(=O)c3cccc(Cl)c3)CC2)cc1	13	1	-12	-6	-14	-4	3	4	3	6	12
CCN(c1ccc(C)cc1C)S(=O)(=O)c1nnc(NC(=O)c2ccco2)s1	-6	-4	23	-4	13	-10	1	-1	-12	-25	26
Nc1nc2n(n1)C(c1ccco1)CC(c1ccc(Cl)cc1Cl)N2 (stereo not given)	-4	19	12	-22	-10	-4	6	25	7	-15	0
O=C(O)c1ccc(Cl)c(S(=O)(=O)Nc2ccccc2C(=O)Nc2ccc(Cl)cc2)c1	5	-25	-10	-23	-43	1	-10	12	-6	-10	3
COCc1nnc(NC(=O)c2ccc(S(=O)(=O)N(C)c3ccccc3)cc2)o1	1	8	11	13	-1	4	3	-16	9	14	11
O=C(OC(C(=O)NC1CCCC1)c1ccncc1)C1=Cc2ccccc2OC1 (stereo not given)	10	4	1	-10	10	5	-9	11	7	-10	9
Cc1ccc(N2C(=O)C3Sc4[nH]c(=O)sc4C(c4ccccc4)C3C2=O)cc1 (stereo not given)	1	8	5	9	8	-4	-3	9	1	-5	21
COc1ccc(C(=O)N2CCC(C(=O)N3CCN(c4ccc(OC)cc4)CC3)CC2)cc1	-15	-7	12	-1	-12	-11	3	7	-7	-8	-18
COc1cc(N2CCCC2)c(OC)cc1/C=C(/C#N)c1ccc(F)cc1	2	-33	-17	8	-3	4	1	-6	10	-2	11
Cc1ccc(S(=O)(=O)NCCC(=O)N2CC(C)OC(C)C2)cc1C (stereo not given)	2	-26	-42	1	7	-17	-2	-6	-14	-7	21
O=C1CCN(C(=O)/C=C/c2ccccc2)c2ccccc21	16	-8	-15	-23	-1	-13	-5	-20	-8	-4	6
COc1ccccc1NC(=S)NCc1ccc2c(c1)OCO2	-6	12	17	4	11	1	0	16	-22	9	16

The list is partial (hit frequency here may not be typical).
